Screens from PubChem BioAssay.
SENP7 inh: SENP7 protease inhibition | AID 434973 | recombinant SENP7, Z-RLRGG-aminoluciferin luminescence, 40 min | inhibition, % at 5 µM | 330,000 tested, 1.5% active;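 active means inhibition above about 50% at the single test dose, limit read from the data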;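 further: plate controls were DMSO with enzyme for no effect and no enzyme buffer wells for full effect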
Target sequence (Q9BQF6 706-1050 limits assumed): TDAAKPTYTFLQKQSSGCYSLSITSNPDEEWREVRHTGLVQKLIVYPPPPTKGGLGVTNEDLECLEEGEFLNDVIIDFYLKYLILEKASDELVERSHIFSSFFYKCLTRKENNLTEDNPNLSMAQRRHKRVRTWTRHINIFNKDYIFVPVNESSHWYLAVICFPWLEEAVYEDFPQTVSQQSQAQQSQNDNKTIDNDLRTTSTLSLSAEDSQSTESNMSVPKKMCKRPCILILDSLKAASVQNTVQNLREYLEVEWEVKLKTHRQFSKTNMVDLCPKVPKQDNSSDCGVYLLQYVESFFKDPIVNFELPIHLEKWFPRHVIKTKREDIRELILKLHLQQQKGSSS
PfGluPho inh: PfG6PD (Plasmodium falciparum) enzyme inhibition; inhibition, % at 20 µM; PfGluPho enzyme, NADPH resazurin-diaphorase fluorescence; 350,000 tested, 0.78% active; AID 504690;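 active means inhibition reaching at least a set limit at 20 µM in the primary screen, cut at about 59% in these data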;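 further: 0% = DMSO wells with substrate and 100% = DMSO wells lacking glucose-6-phosphate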
SENP8 block-1: inhibitors of human SENP8 protease | Q96LD8 | purified SENP8, Z-RLRGG-aminoluciferin cleavage, luminescence | inhibition, % at 10 µM | 330,000 tested, 1.2% active | AID 2540; in the data active means inhibition above about 50%
Target sequence (Q96LD8 whole entry, looked up): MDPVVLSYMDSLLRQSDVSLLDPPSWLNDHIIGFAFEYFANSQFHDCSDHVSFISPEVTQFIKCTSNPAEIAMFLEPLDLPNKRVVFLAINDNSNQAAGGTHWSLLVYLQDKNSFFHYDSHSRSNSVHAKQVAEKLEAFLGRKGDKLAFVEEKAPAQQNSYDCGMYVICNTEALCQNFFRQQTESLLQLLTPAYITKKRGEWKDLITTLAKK
SENP8 block-2: SENP8 (human) protease inhibition; recombinant SENP8, Nedd8 substrate fluorescence; 360,000 tested, 0.64% active; Q96LD8; AID 602440; inhibition, % at 20 µM; in the data active means inhibition mostly above about 40%, no sharp cut-off; inactive means mostly below about 27%
SENP6 inh: blocks the human protease SENP6. Q9GZR1. Recombinant SENP6 catalytic domain, aminoluciferin luminescence. inhibition, % at 10 µM. 330,000 tested, 1.8% active. AID 2599;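 active means inhibition above about 50% at the single tested dose, limit read from the data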;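 further: plate controls were DMSO wells with enzyme for no effect and DMSO wells lacking enzyme for full effect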
Target sequence (Q9GZR1 628-1112 limits assumed): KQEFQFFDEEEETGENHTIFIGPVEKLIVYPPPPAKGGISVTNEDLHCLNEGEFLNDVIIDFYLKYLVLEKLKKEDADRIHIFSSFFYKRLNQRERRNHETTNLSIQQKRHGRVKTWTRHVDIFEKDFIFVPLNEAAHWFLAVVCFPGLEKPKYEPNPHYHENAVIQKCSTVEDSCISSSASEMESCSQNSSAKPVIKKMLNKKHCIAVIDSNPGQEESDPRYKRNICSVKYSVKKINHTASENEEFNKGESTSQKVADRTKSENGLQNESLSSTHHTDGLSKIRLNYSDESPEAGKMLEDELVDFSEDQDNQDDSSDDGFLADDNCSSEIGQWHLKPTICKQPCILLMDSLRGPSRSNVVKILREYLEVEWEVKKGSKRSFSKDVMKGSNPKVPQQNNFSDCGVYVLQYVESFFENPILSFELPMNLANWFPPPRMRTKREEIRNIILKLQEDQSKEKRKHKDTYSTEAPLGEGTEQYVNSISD
HKDC1 inhibitor: HKDC1 (human) hexokinase inhibition; AID 493160; recombinant HKDC1, G6PDH/diaphorase resazurin coupled fluorescence; 340,000 tested, 0.16% active; Q2TB90; inhibition, % at 20 µM;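 active means inhibition above about 35% when tested at 20 µM, limit read from the data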;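 further: plate controls were DMSO wells with enzyme for no effect and DMSO wells lacking enzyme for full effect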
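Test system: HK5 enzyme. Quantity: 5 µg/mL HK5 final. Reagent: glucose and ATP substrates. Schedule: 90 min reaction incubation at room temperature, dark. Technique: resazurin-to-resorufin fluorescence via G6PDH and diaphorase coupling, 525/613 nm. Control set: DMSO wells with and without enzyme mix.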
Apaf-1 inh: human Apaf-1 inhibition | 330,000 tested, 0.71% active | reconstituted apoptosome caspase-3 activity, DEVD-Rh110 fluorescence | AID 489030 | inhibition, % at 20 µM; active means inhibition of at least 40% at 20 µM;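 further: plate controls were DMSO wells for no effect and DEVD-CHO caspase inhibitor wells for full effect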
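Material: cell-free apoptosome with Apaf-1, procaspase-3 and caspase-9; Buffer or medium: Hepes pH 7.5 with detergent and BSA; Reagent: cytochrome c trigger plus (Z-DEVD)2-Rh110 caspase-3 substrate; Times: compound with Apaf-1, dATP, procaspase-3 30 min, then 50 min reaction, room temperature; Technique: Rh110 fluorescence intensity.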
SENP1 FRET inh: SENP1 (human) catalytic domain inhibition | recombinant SENP1 catalytic domain, CyPet-SUMO1-YPet FRET cleavage | Q9P0U3 | inhibition, % at 10 µM | 360,000 tested, 0.21% active;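 active means inhibition at least 30% at 10 µM, raw YFP signal under a set limit, fluorescence ratio 0.5 to 1.5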;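 further: 0% = enzyme with DMSO and 100% = no enzyme wells; some results filed as inactive read as strong as hits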
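Test system: hSENP1 catalytic domain, recombinant; Amount: 20 pM final SENP1 enzyme; Medium: Tris pH 8 buffer plus EDTA, NaCl, BME, BSA, NP40, catalase; Schedule: 50 min enzyme reaction, room temperature, light-protected; Technique: FRET fluorescence in CFP and YFP emission channels; Controls: no-enzyme wells low, DMSO-plus-enzyme wells high control.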
NALP3 yeast inh: NALP3 inhibition in yeast; 330,000 tested, 0.39% active; inhibition, % at 10 µM; Yeast reconstituted NLRP3/ASC/caspase-1, beta-gal luminescence, 24 h;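 active means inhibition of 50% or more; inactive means inhibition below 50%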;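 further: plate controls were induced DMSO wells for no effect and uninduced yeast grown without galactose for full effect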
Active calls of the source: *; . = no result given.

nr	SMILES	SENP7 inh	PfGluPho inh	SENP8 block-1	SENP8 block-2	SENP6 inh	HKDC1 inhibitor	Apaf-1 inh	SENP1 FRET inh	NALP3 yeast inh
1	COc1ccc(C(=O)Nc2ccc(N3CCCC3)cc2)cc1OC	19	34	95*	-11	94*	5	-4	-6	28
2	CCc1nnc(NS(=O)(=O)c2ccc(NC(=S)NC(=O)c3cccs3)cc2)s1	-3	-10	-9	-2	-11	-5	12	0	-15
3	COc1ccc(C2(c3ccc(OC)cc3)NC(=O)N(CC(=O)NCC(F)(F)F)C2=O)cc1	-7	-3	-9	6	-6	-3	8	-2	-2
4	CCCC(=O)NC(=S)Nc1ccc(NC(=O)c2cccs2)cc1	-7	17	-12	13	-22	-2	0	0	2
5	CN1CCN(c2ccccc2NC(=O)c2ccc(Br)o2)CC1	-10	-7	-9	7	-19	-1	8	0	19
6	COc1ccc(NC(=O)CSc2nc(N)cc(=O)[nH]2)cc1S(=O)(=O)N1CCCCC1	-10	-18	2	4	-25	-2	-4	3	15
7	O=C(OC(C(=O)NC1CCCC1)c1ccccc1F)c1ccco1 (stereo not given)	-8	-2	-5	6	-6	-3	3	1	-6
8	CCOc1ccc2[nH]c(=O)c(CN(Cc3ccco3)C(CC)c3nnnn3Cc3ccccc3)cc2c1 (stereo not given)	-13	24	-4	-417	-6	6	14	-19	13
9	CCCCNC(=O)Cc1coc2ccc3ccccc3c12	4	-29	-1	-61	-7	4	4	-13	13
10	COc1ccc(-n2c(SCC(=O)NCCCN3CCCC3=O)nnc2C(C)N2CCCCC2)cc1 (stereo not given)	-1	-1	-5	12	6	-10	1	3	13
11	Cc1ccc(C(C)n2cc(C(=O)NCc3ccncc3)nn2)cc1 (stereo not given)	1	-7	2	16	1	-1	-2	2	12
12	Cc1cc(C)nc(/N=C(\N)Nc2ccc(C)c([N+](=O)[O-])c2)n1	0	1	-5	17	-11	1	6	3	14
13	COc1ccc(-n2c(SCC(=O)Nc3ccc(C(N)=O)cc3)nc3ccccc3c2=O)cc1OC	4	29	-2	-9	4	6	-6	-3	0
14	COc1ccc(C(=O)N2CCN(c3ccccn3)CC2)cc1[N+](=O)[O-]	9	-1	3	13	-1	-8	-3	2	-8
15	O=[N+]([O-])c1ccccc1/C=N/N1CCN(c2ccncc2S(=O)(=O)N2CCCCC2)CC1	-2	5	-15	30	-11	-2	21	3	8
16	CN(C)S(=O)(=O)c1cccc(NC(=O)C2Cc3ccccc3CN2C(=O)c2ccco2)c1 (stereo not given)	4	7	0	-11	3	4	8	-16	-3
17	CCCc1noc2c1C(c1ccoc1)C(C#N)=C(N)N2 (stereo not given)	0	-20	3	5	7	-5	-2	-3	14
18	CCC(C)c1ccc(O)c(NC(=O)c2cccnc2)c1 (stereo not given)	-5	13	-4	20	-10	-6	5	3	-3
19	O=C(O)C(C(=O)/C=C/c1ccco1)=C1SCCS1	3	52	3	13	-10	5	9	6	2
20	CCN(CC)c1nc2c(s1)C(=O)NCCC2	3	-1	-5	10	-13	-5	-14	4	14
21	Cc1nc(SCC(=O)NCc2ccc3c(c2)OCO3)c(C#N)c2c1CCCC2	1	5	3	17	-17	7	12	7	19
22	CCCCN(CCCC)C(=O)c1cc2ccccc2c(=O)o1	10	3	-3	10	-13	-6	9	-3	10
23	CC(=O)Nc1ccc(NC2=CC(=O)c3ccccc3C2=O)cc1	6	3	-4	-6	13	21	32	1	10
24	CC(=O)c1cccc(NC(=O)COc2ccccc2)c1	-8	-22	-4	4	-30	3	17	-2	9
25	Cc1cc2cccc(C)c2nc1SCC(=O)N(C)c1nc(-c2ccccc2)cs1	-5	-3	-7	28	-7	-10	5	0	-2
26	COc1cc(/C=C/C(=O)OCC(=O)N2CCCc3ccccc32)ccc1O	7	8	6	-387	7	-1	3	-89	17
27	CC(NC(=O)c1ccc(Br)s1)C1CCCO1 (stereo not given)	2	-1	1	11	-13	-12	-9	3	12
28	COc1ccccc1OCC(=O)N(Cc1nnc(-c2ccccc2Cl)o1)C1CC1	0	0	2	4	-8	-11	-3	1	13
29	CCN1CCN(C(=O)CN(C)S(=O)(=O)c2ccc(Cl)cc2)CC1	3	-8	7	9	10	-4	-8	0	7
30	COc1ccc(CNC(=O)/C=C/C(=O)O)cc1	-3	-1	3	14	-12	0	-30	0	1
31	Cc1noc(C)c1S(=O)(=O)Nc1ccc2c(c1)C(=O)N([C@H](C)CO)C[C@@H](C)[C@@H](CN(C)Cc1ccc3c(c1)OCO3)O2	-7	11	6	-71	-7	-4	-10	0	14
32	Cc1csc(NC(=O)c2cc(=O)[nH]c3ccc(S(=O)(=O)N4CCOCC4)cc23)n1	-11	12	-5	-424	-18	1	12	-136	4
33	CC(C)(C)N(Cc1ccccc1)C(=O)COC(=O)c1ccc(Br)o1	-4	-21	-5	1	6	-3	13	2	31
34	CC1CCCCC12NC(=O)N(CC(=O)N1CCN(C(=O)c3cccs3)CC1)C2=O (stereo not given)	0	-8	5	24	-4	-3	0	2	18
35	CNC(=S)N(CCc1c(C)[nH]c2ccccc12)Cc1cccnc1	0	4	6	15	-14	-5	2	-1	10
36	Nn1c(COc2cccc(Br)c2)nnc1SCC(=O)N1CCc2ccccc2C1	-2	18	-2	6	10	-2	17	0	0
37	O=C(COc1ccc2c3c(c(=O)oc2c1)CCC3)N1CCCCC1	5	5	0	-204	-6	5	-4	0	5
38	Cc1ccn2c(-c3csc(NCc4ccccc4)n3)c(C)nc2c1	10	56	5	-309	16	-34	13	-3	10
39	CCC(=O)Nc1ccc(-c2nc(-c3ccccc3)n(CC(=O)N3CCCCC3)n2)cc1	4	14	4	19	0	-8	1	1	4
40	O=C(NCc1ccccn1)Nc1cccc(F)c1	-8	-2	3	1	-3	1	1	1	16
41	COc1cc(/C=C(/C#N)C(=O)Nc2ccc(C)cc2)ccc1Oc1nc(Cl)ncc1F	-5	-2	-11	20	12	0	-13	-116	4
42	COc1ccc(OCc2cnc(Cl)s2)cc1	6	-7	-12	15	-29	1	14	3	15
43	CC(=O)Nc1ccc(NC(=O)CS(=O)(=O)c2cn(CC(=O)N3CCCC3)c3ccccc23)cc1	-3	27	0	0	-13	-4	2	2	9
44	Cc1ccccc1NC(=O)CCC(=O)OCC(=O)c1cccc([N+](=O)[O-])c1	10	-33	-2	18	-11	-1	-5	2	-4
45	Cc1ccc(/C=C2\SC(=S)N(c3cccnc3)C2=O)cc1	1	2	-20	-5	-38	-5	8	2	54*
46	CCCCN1CNC(=S)N(CCc2ccc(OCC)c(OCC)c2)C1	6	-1	5	14	8	-2	-3	1	13
47	Cn1cccc1C(=O)OCC(=O)Nc1ccc2c(c1)OCO2	-2	11	-2	24	10	-5	-15	0	23
48	CC(NC(=O)C12CC3CC(C)(CC(C)(C3)C1)C2)c1ccncc1 (stereo not given)	7	21	-3	14	1	-5	-5	0	15
49	Cc1cccc(C)c1NC(=O)C1CCCN1C(=O)OC(C)(C)C (stereo not given)	4	0	5	7	15	-12	6	-2	-9
50	CON(c1nc(Cl)nc(N(C)C)n1)S(=O)(=O)c1ccccc1Cl	6	3	5	8	9	4	0	-3	3

Carrying on:
nr	SMILES	SENP7 inh	PfGluPho inh	SENP8 block-1	SENP8 block-2	SENP6 inh	HKDC1 inhibitor	Apaf-1 inh	SENP1 FRET inh	NALP3 yeast inh
51	O=C(NNC(=O)NC1CCCCC1)NC1CCCCC1	-3	10	-6	7	-19	0	-7	3	13
52	COCCN(C(=O)CSCC(=O)Nc1cccc(C)c1)c1c(N)n(Cc2ccccc2)c(=O)[nH]c1=O	-2	4	-1	-9	6	-5	-2	-3	12
53	Cc1nn(-c2ccccc2)c(C)c1/C=C/C(=O)OC(C)C(N)=O (stereo not given)	8	-7	2	4	7	-3	-4	2	14
54	CC[n+]1ccc2cc(OC)c(OC)cc2c1Cc1ccc(OC)c(OC)c1	-5	34	-12	38	-6	-1	7	-13	11
55	CCCCCCCCNCCS(=O)(=O)NCc1ccc(OC)cc1	.	6	.	10	.	3	.	0	.
56	Cc1ccc(N(C)S(=O)(=O)c2ccc(-c3ccc(=O)[nH]n3)s2)cc1C	12	-6	-6	9	4	-3	-7	1	18
57	c1coc(-c2nnc3sc(C4CCCCC4)nn23)c1	1	10	-10	4	-12	-2	8	-2	-32
58	CC(C)(C)Cc1nnc(NC(=O)CCC2CCCCC2)s1	-6	-1	-4	32	5	-1	11	0	12
59	COc1ccc(NC(=O)COc2ccc(N(C)S(=O)(=O)c3ccc(C)cc3)cc2)cc1	3	16	1	14	-13	10	7	1	21
60	CCCc1cc(=O)oc2c(C)c(OCC(=O)Nc3ccccn3)ccc12	70*	2	18	-94	30	6	-4	-2	17
61	CCCC(=O)NC(c1ccc2c(c1)OCO2)c1cc(Cl)c2cccnc2c1O (stereo not given)	6	-29	7	9	14	-32	9	1	9
62	COc1ccc(NC(=O)CNC(=O)Cn2c(C)cc3ccccc3c2=O)c(OC)c1	-11	-8	-10	-16	-19	-4	9	0	4
63	CCn1c(-c2nonc2NC(=O)c2ccccc2)nc2ccccc21	-7	-7	-7	-249	-2	4	5	1	6
64	CC1(C)C(=O)NC(=O)N1Cc1ccccc1	2	-11	-5	16	-5	-11	2	2	6
65	O=S(=O)(Nc1ccncc1Cl)c1cc(Cl)ccc1Cl	-3	-21	-8	-2	3	-8	0	0	-5
66	CCc1nnc(NS(=O)(=O)c2ccc(NCc3ccccc3O)cc2)s1	6	-17	4	0	1	-1	3	1	24
67	Cc1csc(NC(=O)[C@@H](NC(=O)c2ccccc2)C(C)C)n1	1	0	6	6	-10	-5	-7	3	18
68	O=C(Nc1cccnc1Cl)c1cc2ccccc2o1	63*	-8	50	14	70*	-1	1	4	25
69	CC(C)(C)OC(=O)N[C@@H](Cc1ccccc1)c1nnc(SCC(N)=O)o1	0	11	-1	6	-14	-7	-15	2	2
70	COc1ccc(CC(=O)NCc2n[nH]c(=S)n2-c2cccc(Cl)c2)cc1	3	30	4	10	18	-9	-5	3	18
71	CCN(CC(=O)N1CCOCC1)S(=O)(=O)c1ccc(C)cc1	-1	3	0	6	-9	-8	1	-1	17
72	Cc1nn(CC(=O)NCCc2ccccc2)c(C)c1[N+](=O)[O-]	2	-1	-20	2	-20	-14	-2	3	4

Full records from above. Values in the order: SENP7 inh | PfGluPho inh | SENP8 block-1 | SENP8 block-2 | SENP6 inh | HKDC1 inhibitor | Apaf-1 inh | SENP1 FRET inh | NALP3 yeast inh
`CC(C)(C)OC(=O)N[C@@H](Cc1ccccc1)c1nnc(SCC(N)=O)o1` in the list: 0 | 11 | -1 | 6 | -14 | -7 | -15 | 2 | 2
`COCCN(C(=O)CSCC(=O)Nc1cccc(C)c1)c1c(N)n(Cc2ccccc2)c(=O)[nH]c1=O` in the list: -2 | 4 | -1 | -9 | 6 | -5 | -2 | -3 | 12
`O=C(Nc1cccnc1Cl)c1cc2ccccc2o1` in the list: 63* | -8 | 50 | 14 | 70* | -1 | 1 | 4 | 25
